Source: PubChem
CCT modulator: High-Throughput Screening for Modulators of Cytosolic Chaperonin Activity | purified chaperonin ATPase assay, HTRF ADP detection, 30 min | activity change, % (test concentration not listed), hits read low | actives 0.3% (n = 360,000) | AID 651819, 2012; in the data active = activity change below about -30%; also: % is scaled to controls: 0 for no effect and ±100 for the full control effect
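First, chaperonin was dispensed at 40 nM or 20 nM final depending on batch activity. Next, compounds were pinned at 76 uM and ATP added at 10 uM. After 30 min at 37 °C, ADP detection reagents ran 30 min at ambient temperature.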
A549 viability: Nrf2 qHTS screen for inhibitors: counterscreen for cytotoxicity; Potency, µM (highest dose often 46 µM), for the others: top-dose activity change, negative = cytotoxicity, actives largely listed as inhibitors; actives 0.16% (n = 390,000); A549 ARE-Fluc cells, CellTiter-Fluor viability, 18-24 h; also: potency is read from the fitted curve at half-maximal effect; % is scaled to controls: 0 for no effect and ±100 for the full control effect
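A549 ARE-Fluc cells in 5% FBS OPTI-MEM, 5000 cells/well, rested 2 h then exposed to compounds in concentration-response for 18-24 h at 37 °C. Viability by CellTiter-Fluor fluorescence (Ex 405/Em 525) after 30 min; luciferase luminescence (BugLite, 15 min, RT) read afterwards.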
Akt phos inh: HTS Assay for Inhibitors of Akt Phophorylation: Primary Screen; actives 0.32% (n = 360,000); AID 651550, 2012; Neuro2A IGF-stimulated pAkt S473 HTRF, 20 min; active compounds read low; activity change, % for hits at 50 µM; in the data active = activity change below about -80%; inconclusive = mostly about -51% to -80%; also: % is scaled to controls: 0 for no effect and ±100 for the full control effect
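Single-point screen (50 µM final compound) in Neuro2A cells stimulated 20 min with 6 nM IGF at 37 deg C. After lysis, Ser473-phosphorylated Akt read by HTRF (ex 330 nm, em 615/665 nm) as the 665/615 ratio.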
Abeta yeast res: qHTS for compounds that reverse cellular toxicity of Amyloid beta (A-beta) peptide in yeast: Primary Screen | yeast expressing A-beta42, growth rescue, OD600, 48 h; response scale: 0% DMSO, 100% iron-clioquinol control | Potency, µM (highest dose often 46.1 µM), without a hit: at the top dose growth rescue, hits mostly activators | actives 0.063% (n = 410,000) | AID 1347071, 2019; also: potency is read from the fitted curve at half-maximal effect; nearly all actives have a fitted effect of over 55% in size
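Yeast growth medium received pinned compounds, then yeast cells expressing toxic A-beta were added; plates incubated at 30 C for 48 hr. Growth read as absorbance at 600 nm, normalized to DMSO and equimolar FeCl3 plus clioquinol controls.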
Nrf2 block: Nrf2 qHTS screen for inhibitors; Potency, µM (doses to about 46 µM), for the others: at the highest dose activity change, negative = inhibition, usual class: inhibitors; A549 ARE-Fluc reporter, luciferase luminescence, 18-24 h; actives 2.1% (n = 360,000); AID 504444, 2011; also: potency is read from the fitted curve at half-maximal effect; % is scaled to controls: 0 for no effect and ±100 for the full control effect; nearly all actives have a fitted effect of over 60% in size
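In this cell-based qHTS, ARE-driven firefly luciferase in A549 cells reports Nrf2 activity; the luminescent signal after BugLite lysis is the measured value, with a prior CellTiter-Fluor read for cell health.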
Nrf2 activator: qHTS of Nrf2 Activators. AREc32 ARE-luciferase reporter (MCF7-derived line), luminescence, 24 h. Potency, µM (highest dose often 46.1 µM), inactives show at the highest dose activation, usual class: activators. actives 0.31% (n = 410,000). AID 624171, 2012; also: potency is read from the fitted curve at half-maximal effect; % of control where 0% means no effect; nearly all actives have a fitted effect of over 65% in size
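Nrf2 activation is followed as ARE-luciferase induction in the AREc32 line after one day of compound treatment; luminescence is read with Steady-Glo.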
HepG2 tox: qHTS for Inhibitors of TGF-b: Cytotox Counterscreen. Potency, µM (top dose mostly 46.1 µM), for the others: top-dose activity change, negative = cytotoxicity, usual class: cytotoxic. HepG2 CAGA-GFP viability, ATP luminescence, 18 h. AID 588856, 2011. actives 0.76% (n = 410,000); also: potency is read from the fitted curve at half-maximal effect; some results filed as inactive show a strong effect at the top dose
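HepG2 CAGA-GFP cells (1000/well, DMEM with 1% FBS) received compound, then TGF-beta at 500 pg/mL final, and were incubated 18 hours at 37 degrees C. Viability was read by CellTiter-Glo luminescence. Media-only wells were set as complete cell-killing and DMSO as no toxicity.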
Mm-Cpn inhibitor: Inhibitors of TCP-1 ring complex (TRiC) of Methanococcus maripaludis (MmCpn): qHTS. purified Mm-Cpn ATPase, ADP Transcreener TR-FRET. actives 0.031% (n = 330,000). Potency, µM (top dose mostly 76.9 µM), for the others: at the highest dose activity, negative = inhibition, hits mostly inhibitors. Chaperonin Mm-Cpn (Methanococcus maripaludis); also: potency is read from the fitted curve at half-maximal effect; % is scaled to controls: 0 for no effect and ±100 for the full control effect; nearly all actives have a fitted effect of over 80% in size
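ATPase turnover read by TR-FRET ADP competition (Eu cryptate antibody/ADP-d2, 665/590 nm): 10uM ATP final, 25nM Mm-CPN final, 30 min 37degC after 10-min compound preincubation, pH 7.4 Tris/KCl/MgCl2/DTT buffer.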
TGFb SMAD3 inh: qHTS for Inhibitors of TGF-b | actives 1.2% (n = 410,000) | AID 588855, 2011 | HepG2 CAGA-GFP TGF-b/SMAD3 reporter, GFP fluorescence, 18 h; TGF-beta stimulated, 500 pg/mL final | Potency, µM (doses to about 46.1 µM), for inactives: top-dose activity, negative = inhibition, hits mostly inhibitors; also: potency is read from the fitted curve at half-maximal effect; % is scaled to controls: 0 for no effect and ±100 for the full control effect; nearly all actives have a fitted effect of over 65% in size
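First, reporter cells (HEPG2 CAGA-GFP) rested 2 h at 37 degrees C. Next, compounds were pinned in and TGF-beta added to 500 pg/mL final. After 18 h, GFP was imaged per cell and summed per well.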
Numbers without * were called inactive; i = inactive; u = inconclusive; x = no result given. Unless noted, calls follow the shape of the dose curve; as a rule, active = well fitted curve in the direction sought with a large enough effect; inconclusive = small, poorly fitted or top-dose-only effect, or another doubt; inactive = no such curve, though single readings can be large; an effect the other way counts as inactive or inconclusive.

Second line of a record: CCT modulator | A549 viability | Akt phos inh | Abeta yeast res | Nrf2 block | Nrf2 activator | HepG2 tox | Mm-Cpn inhibitor | TGFb SMAD3 inh
Cc1cc(C)c(NC(=O)c2cc(=O)c3ccccc3o2)c(C)c1
    0.2 | -10% | i | -2% | u | 0.1% | -2% | -1% | -8%
C/C(CC(=O)Nc1ccc2c(c1)OCCO2)=N\NC(=O)COc1ccccc1
    1.4 | 0% | i | -6% | 19% | 0.3% | -34% | 2% | -9%
CCC(Oc1ccccc1)C(=O)OCC(=O)Nc1c(C)nn(-c2ccccc2)c1C (stereo not given)
    0.5 | x | i | 10% | x | -1.4% | 0% | x | -6%
COc1cccc(NC(=O)NCCCSC2CCCCC2)c1
    -0.5 | -3% | i | 3% | -25% | 0.2% | -20% | 1% | -33%
COc1ccc(NC(=O)CSc2nnc(Cc3ccccc3)c(=O)n2N)cc1
    0.7 | -13% | i | 8% | -11% | 0.5% | 4% | 2% | -24%
COCCn1c(C)cc(C(=O)CSc2nc3ccccc3c(=O)[nH]2)c1C
    -0.1 | -17% | i | 18% | -27% | 2.0% | 0% | -17% | 7%
COc1ccccc1C(c1nnnn1Cc1ccco1)N1CCN(c2cccc(C)c2C)CC1 (stereo not given)
    0.8 | -15% | i | 18% | 12µM* | -0.8% | -18% | 0% | -1%
CC(C)NS(=O)(=O)c1ccc(NC(=O)C(C)Oc2ccc(C(=O)c3ccccc3)cc2)cc1 (stereo not given)
    0.2 | u | i | 6% | u | 6.6% | -26% | -2% | u
O=C1CC(N2CCN(c3ccc(F)cc3)CC2)C(=O)N1c1ccccc1 (stereo not given)
    -1.2 | -5% | i | -11% | -2% | 0.0% | -2% | 0% | -2%
Cc1cc(C)n2nc(C(=O)NCC(=O)Nc3ccc(F)c(F)c3)nc2n1
    -26 | -1% | i | -4% | 4% | -0.2% | -2% | 1% | -4%
Cc1nc2ccccn2c1CN(C)C(=O)C1CCC(=O)N(CCc2cccc(F)c2)C1 (stereo not given)
    -4.2 | 1% | i | 7% | 1% | -0.6% | -16% | 0% | -1%
COc1ccc(COc2cc(-c3cccc(OC)c3)nc3ccc(NC(=O)c4ccc(C)cc4)cc23)cc1
    -2.3 | -2% | i | 1% | 2% | -0.5% | -1% | -20% | -25%
O=C1NC2(CCCCC2)C(=O)N1Cc1cc(=O)n2ccsc2n1
    -2.1 | -5% | i | -7% | 7% | -0.7% | 0% | -1% | 5%
COc1ccc(NC(=O)CCOc2ccc(C)cc2)c(OC)c1
    -0.1 | -9% | i | 26% | -21% | -0.9% | 14% | u | -27%
CC1CCCCN1C(=O)COC(=O)CNC(=O)c1ccc(Cl)cc1Cl (stereo not given)
    -3.5 | 1% | i | -14% | -13% | 1.8% | -3% | -1% | 0%
COc1ccc(-c2cc(-c3ccccc3)nc(N3CCCC3)n2)cc1OC
    -3.1 | -6% | x | 6% | x | -0.8% | -27% | -18% | -1%
COc1ccc(S(=O)(=O)N2CCN(C(=O)C3CC(=O)N(c4ccccc4F)C3)CC2)cc1OC (stereo not given)
    1.3 | 13% | i | -1% | -3% | -0.4% | -3% | x | 3%
COc1cc(NC(=O)N[C@@H](Cc2ccccc2)C(=O)O)cc(OC)c1
    -0.5 | 4% | i | -5% | 9% | 2.7% | -5% | -1% | 7%
CCCCNC(=O)C1(C)CCN1C(=O)c1oc2ccccc2c1C (stereo not given)
    1.4 | x | i | -4% | x | 0.2% | 3% | x | 6%
O=C(Nc1ccc(N2CCCC2)c(Cl)c1)c1ccc2c(c1)OCCO2
    2.2 | -19% | i | -6% | -54% | 0.8% | -14% | x | u

5 structures from above, ordered by length of the SMILES, rising.
Second line of a record: CCT modulator | A549 viability | Akt phos inh | Abeta yeast res | Nrf2 block | Nrf2 activator | HepG2 tox | Mm-Cpn inhibitor | TGFb SMAD3 inh
Cc1cc(C)c(NC(=O)c2cc(=O)c3ccccc3o2)c(C)c1
    0.2 | -10% | i | -2% | u | 0.1% | -2% | -1% | -8%
O=C(Nc1ccc(N2CCCC2)c(Cl)c1)c1ccc2c(c1)OCCO2
    2.2 | -19% | i | -6% | -54% | 0.8% | -14% | x | u
O=C1CC(N2CCN(c3ccc(F)cc3)CC2)C(=O)N1c1ccccc1 (stereo not given)
    -1.2 | -5% | i | -11% | -2% | 0.0% | -2% | 0% | -2%
COCCn1c(C)cc(C(=O)CSc2nc3ccccc3c(=O)[nH]2)c1C
    -0.1 | -17% | i | 18% | -27% | 2.0% | 0% | -17% | 7%
COc1cc(NC(=O)N[C@@H](Cc2ccccc2)C(=O)O)cc(OC)c1
    -0.5 | 4% | i | -5% | 9% | 2.7% | -5% | -1% | 7%

The listing continues.
Second line of a record: CCT modulator | A549 viability | Akt phos inh | Abeta yeast res | Nrf2 block | Nrf2 activator | HepG2 tox | Mm-Cpn inhibitor | TGFb SMAD3 inh
CC(=O)NN1C(=O)/C(=C2/Sc3ccccc3N2C)SC1=S
    0.1 | -1% | i | 7% | 7% | -0.1% | -4% | 1% | 8%
CC(=O)N1CCN(CC(=O)Nc2c(Cl)ccc(C)c2Cl)CC1
    1.3 | 1% | i | 10% | 3% | -0.2% | 12% | 1% | 13%
Cc1cc(=O)n2nc(N3CCCC(C(=O)N4CCc5ccccc54)C3)sc2n1 (stereo not given)
    -1.1 | -18% | i | 1% | 10% | 0.1% | -1% | 0% | -6%
COC(=O)c1nc2n(n1)C(c1ccccc1OC)C1=C(CCCC1=O)N2 (stereo not given)
    -0.8 | -3% | i | 25% | 3% | 0.3% | 34% | 0% | 20%
Cc1ccccc1NC(=O)CN(C)S(=O)(=O)c1ccc2c(c1)n(C)c(=O)c(=O)n2C
    -0.1 | -1% | i | 3% | -12% | -1.0% | 2% | 0% | 9%
CN(CC(=O)Oc1ccc(-c2nnco2)cc1)S(=O)(=O)c1ccc(F)cc1
    0.4 | -2% | i | 0% | 13% | -0.3% | 0% | 1% | -11%
O=C(Cc1ccccc1F)NC1CCCc2ccccc21 (stereo not given)
    1.6 | 3% | i | -2% | u | 0.3% | 1% | 1% | 9%
Cc1ccc(-c2ccc(=O)n(CC(=O)NCc3ccco3)n2)cc1
    0.1 | 0% | i | -24% | 15% | 2.3% | 0% | 1% | -8%
CCOc1ccccc1CNC(=O)c1cnc2sc(N(CC)CC)nn2c1=O
    x | -12% | x | -7% | u | 0.9% | -26% | x | 0%
Cc1cc(NS(=O)(=O)c2ccc(NC(=O)c3cccc(OC(F)F)c3)cc2)nc(C)n1
    -1.6 | 0% | i | -7% | u | 0.2% | -10% | -1% | -2%
CCCCCCn1cc(CN2CC(N(C)C)CS2(=O)=O)nn1 (stereo not given)
    1.4 | x | i | -5% | x | -0.1% | x | x | x
COc1cc2cc(C(c3nnnn3C3CCCC3)N3CCCCCC3)c(=O)[nH]c2cc1OC (stereo not given)
    -0.9 | -19% | i | 14% | 0% | 0.1% | -10% | 3% | -5%
COc1ccc(OC)c(C(=O)NC(CC(N)=O)c2ccc(NCC3CC3)c([N+](=O)[O-])c2)c1 (stereo not given)
    0.1 | -13% | i | 17% | -8% | -0.5% | -3% | 0% | 0%
CSC1=NCCN1C(=O)c1c(F)cccc1F
    -1.0 | -8% | i | u | 6% | -0.1% | 3% | 1% | -1%
CC(=O)N1N=C(c2ccccc2)CC1c1ccccc1 (stereo not given)
    -2.0 | 6% | i | 15% | u | 0.7% | 5% | 1% | -14%
COc1ccc(-c2csc(N3C(=N)SCC3=O)n2)cc1
    -0.4 | -7% | i | -13% | u | -0.3% | -1% | -2% | u
O=C(O)CCN1C(=O)C2C3c4ccccc4C(c4ccccc43)[C@@H]2C1=O (stereo not given in full)
    -1.1 | 14% | i | 8% | 8% | -1.8% | -7% | -2% | -1%
COc1cc(OC)cc(-c2c(-c3ccc(F)cc3)c3cc(-c4ccc5c(c4)OCCO5)ccc3n2C)c1
    -3.0 | 0% | i | 6% | u | -0.7% | -3% | -5% | 4%
CCCCNC(=O)N(O)C1N(/N=C/c2ccccc2F)C(=S)SC1(C)C (stereo not given)
    -4.4 | -12% | i | 1% | 4% | 12% | -27% | -2% | -16%
CC(C)C(NS(=O)(=O)c1ccccc1)C(=O)N1CCCC1 (stereo not given)
    -5.1 | 2% | i | -11% | 3% | 0.2% | -12% | 0% | 3%
O=C(CSc1nnnn1-c1ccccc1)NC(=O)NCc1ccco1
    -2.7 | 7% | i | -3% | x | -0.2% | 1% | 0% | 6%
CC1CN(C(=O)COC(=O)c2cccc(S(=O)(=O)N3CCc4ccccc43)c2)CC(C)O1 (stereo not given)
    0.7 | 2% | i | 15% | -5% | 0.3% | -180% | 0% | -9%
CCCc1nc2ccc(Cl)cn2c1Cc1ccccc1
    0.3 | x | i | 4% | x | 5.7% | -1% | x | -6%
O=C(/C=C/c1ccc(Cl)cc1)NCc1ccco1
    1.7 | 28% | i | -9% | 19% | 18% | 11% | 1% | -19%
